Compound activity deposited in PubChem BioAssay by several laboratories.
phage Ecoli inh – growth loss of phage-infected E. coli, primary screen, RecBCD inhibitor project, absorbance, with phage, HTS | actives 0.26% (n = 360,000) | inhibition, % at 11.9 µM; in the data active = inhibition above about 11%
Arr AP2 block – inhibitors of beta-arrestin/AP2 binding, primary screen, biochemical, GPCR trafficking, flow cytometry; FITC-arrestin peptide / GST-AP2 beads; AP2 beta2 appendage carries R879A mutation; inhibition, % at 10 µM; actives 0.31% (n = 340,000);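 active = inhibition above a set limit, near 3 SD of compounds lacking own fluorescence, cut at about 54% in these data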;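 note: plate controls were DMSO wells for no effect and 5 µM unlabelled arrestin peptide for full effect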
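test system = AP2 appendage R879A on GSH beads | buffer or medium = PBS plus Tween 20 (0.05%) and BSA (0.1%) | incubation = 12 min plus 1 h, RT | detection = bead flow cytometry, FITC channel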
AddAB inh – growth inhibition of E. coli expressing H. pylori AddAB, primary screen, AddAB inhibitor project, absorbance; inhibition, % at 11.9 µM; actives 0.29% (n = 330,000); AID 435030, 2010; in the data active = inhibition above about 12%;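 note: 0% = vehicle wells of infected cells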
OPRM1-OPRD1 inv – inverse agonists of MOR-DOR heterodimerization, primary screen, cell-based, luminescence. Mu-type opioid receptor (Homo sapiens) + Delta-type opioid receptor (Homo sapiens), …. cell-based MOR-DOR heterodimer luminescence, inverse agonism. inhibition, % at 9.3 µM. actives 0.21% (n = 340,000). AID 504357, 2011; in the data active = inhibition above about 22%, passing the limit was not always enough;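 note: 0% = cells with DMSO and 100% = wells without cells with DMSO; values of inactives mirror those of a sister screen read the other way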
MOR-DOR ag – agonists of OPRM1-OPRD1 heterodimerization, primary screen, cell-based, luminescence. Mu-type opioid receptor (Homo sapiens) + Delta-type opioid receptor (Homo sapiens), …. cells. activation, % at 9.3 µM. actives 0.3% (n = 340,000); in the data active = activation above about 18%;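 note: 0% = vehicle-treated cells and 100% = reference agonist; values of inactives mirror those of a sister screen read the other way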
PKA-R1A act – activators of PKA-R1A holoenzyme, primary screen, biochemical, fluorescence polarization, Cy5-IP20, bovine R1A, mouse PKAc. activation, % at 11.4 µM. actives 0.083% (n = 340,000). PKA-R1A dissociation; scaled: DMSO 0%, 113 µM cGMP 100%. AID 504707, 2011. cAMP-dependent protein kinase type I-alpha regulatory subunit (Bos taurus) + …;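 active = percent activation above the mean of all tested compounds plus 3 SD, cut at about 19% in these data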;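 note: higher means more PKAc released from R1A so a rise in polarization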
E coli growth – E. coli V3065 growth inhibition, primary screen, counter-screen for AddAB inhibitor project, absorbance, OD600; actives 0.27% (n = 330,000); 18 h; inhibition, % at 11.9 µM;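 active = inhibition above the campaign's mean inhibition across all tested compounds plus 3 SD, cut at about 9.9% in these data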;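 note: uninfected addAB+ strain grown without phage in ampicillin broth; 0% = DMSO wells and 100% = ciprofloxacin 0.95 µg/ml wells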
SUMO Mot1 rescue – yeast Mot1-301 growth rescue at high temperature, primary screen, SUMOylation pathway inhibitor project, S. cerevisiae, ATP luminescence, 38.5C; growth rescue, % at 18.8 µM; S. cerevisiae Mot1-301 growth rescue; percent above DMSO median, 100 means doubled; actives 1% (n = 320,000);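 active = every valid replicate shows activation above 250% relative to neutral control wells; inactive = the rest, any valid replicate at or below 250%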;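 note: OY570 slx delta 5 strain wells were the positive control but not used for scaling; some compounds called inactive have numbers as strong as hits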
Pemphigus Ab inh – inhibitors of pemphigus antibody binding to DSG3, primary screen, biochemical, bead-based, flow cytometry, scFv-GFP; DSG3-coupled beads, scFv-anti-DSG3-GFP binding; hits give low values; binding (percent of control), % at 10 µM; actives 0.48% (n = 310,000); AID 588358, 2011;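 active = binding more than 3 SD below its plate's average and above zero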;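 note: hits lower antibody fragment binding to DSG3; some compounds called inactive have numbers as strong as hits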
Target sequence (P32926 whole entry, looked up, the tested form may be a part): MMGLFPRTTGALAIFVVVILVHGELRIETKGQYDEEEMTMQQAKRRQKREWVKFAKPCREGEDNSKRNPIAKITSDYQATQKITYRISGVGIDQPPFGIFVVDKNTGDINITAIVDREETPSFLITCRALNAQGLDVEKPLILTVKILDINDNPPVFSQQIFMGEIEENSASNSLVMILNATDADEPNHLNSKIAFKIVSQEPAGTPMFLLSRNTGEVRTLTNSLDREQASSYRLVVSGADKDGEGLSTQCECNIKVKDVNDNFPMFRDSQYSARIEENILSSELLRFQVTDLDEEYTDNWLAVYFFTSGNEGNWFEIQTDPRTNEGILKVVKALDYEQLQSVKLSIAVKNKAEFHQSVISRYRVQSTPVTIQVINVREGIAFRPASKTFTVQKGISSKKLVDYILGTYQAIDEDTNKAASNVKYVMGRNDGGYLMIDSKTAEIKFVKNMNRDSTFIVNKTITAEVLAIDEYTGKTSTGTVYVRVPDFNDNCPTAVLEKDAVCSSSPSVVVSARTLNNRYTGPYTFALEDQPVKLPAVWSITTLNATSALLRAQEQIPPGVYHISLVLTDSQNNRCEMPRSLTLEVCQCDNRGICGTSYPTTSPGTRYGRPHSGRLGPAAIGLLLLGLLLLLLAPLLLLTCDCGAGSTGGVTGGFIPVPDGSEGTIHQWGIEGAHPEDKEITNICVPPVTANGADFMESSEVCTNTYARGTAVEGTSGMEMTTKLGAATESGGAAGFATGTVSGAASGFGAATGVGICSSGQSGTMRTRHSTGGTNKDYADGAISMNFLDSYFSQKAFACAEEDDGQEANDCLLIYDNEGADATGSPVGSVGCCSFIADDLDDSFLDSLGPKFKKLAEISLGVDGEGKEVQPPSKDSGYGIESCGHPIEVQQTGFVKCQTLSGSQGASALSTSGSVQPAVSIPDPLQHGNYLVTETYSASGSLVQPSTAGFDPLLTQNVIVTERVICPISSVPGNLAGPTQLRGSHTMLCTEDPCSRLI
Tat export inh – E. coli Tat export inhibitors, primary screen, MC4100, TorA-mCherry reporter, fluorescence, single point; inhibition, % at 10 µM; actives 0.036% (n = 340,000); AID 488895, 2010;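 active = mean replicate inhibition at least 50% and at least half of replicates individually reaching 50%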;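 note: exported cargo escapes ClpAP degradation while cytoplasmic cargo is degraded and loses fluorescence; 0% = median of neutral control wells and 100% = median of NaSCN control wells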
PfHsp90 set2 – growth inhibition of PfHsp90-expressing yeast, primary screen, antimalarial PfHsp90 inhibitor project, S. cerevisiae, BacTiter-Glo luminescence, single point, set 2. inhibition, % at 9.4 µM. AID 504621, 2011. actives 0.32% (n = 310,000). BacTiter-Glo ATP, 48 h; yeast lacking PDR1 and PDR3 efflux regulators;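 active = every replicate shows inhibition above about 80%, whatever the replicate mean, limit read from the data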;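 note: 0% = DMSO neutral controls and 100% = 20 µM radicicol positive controls; yeast relying on Plasmodium falciparum Hsp90 in place of its own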
The depositor's hits bear a star; i = inactive; . = not tested or not shown.

SMILES	phage Ecoli inh	Arr AP2 block	AddAB inh	OPRM1-OPRD1 inv	MOR-DOR ag	PKA-R1A act	E coli growth	SUMO Mot1 rescue	Pemphigus Ab inh	Tat export inh	PfHsp90 set2
Cc1ccc(NC(=O)C2CCCN2C(=O)NC2CCCCC2)c(C)c1 (stereo unspecified)	3.7	-7	0.2	8	-1.3	-2	0.1	i	.	-9	.
CC(C)CC(=O)Nc1ccc(C(=O)NN2C(=O)c3ccccc3C2=O)cc1	0.4	37	3.6	1	-0.2	2	0.3	-4	100	-16	14
CCCC/C=C1\CCc2c([nH]c3ccccc23)C1=O	0.0	-3	-0.3	-37	7.7	-3	-2.3	6	118	-9	.
CC(C)(C)c1ccc(C(=O)NCC(=O)NNC(=O)c2ccccc2O)cc1	3.4	77*	5.1	0	0.1	4	1.9	-1	104	-41	-1
CC1CCN(C(=O)c2nc[nH]c2C(=O)OCCNC(=O)OC(C)(C)C)CC1	2.5	7	2.0	2	-0.3	-2	1.8	4	101	3	-2
CN(C(=O)CSc1nnc(-c2c[nH]c3ccccc23)o1)C1CCS(=O)(=O)C1 (stereo unspecified)	-0.9	9	-0.8	12	-2.5	6	-2.3	17	109	4	14
O=C(Cn1nc(-c2ccccc2F)ccc1=O)Nc1ccc(S(=O)(=O)N2CCCCCC2)cc1	1.8	4	2.8	0	0.0	-6	1.7	13	90	1	8
CC(C)Oc1cccc(C(=O)O)c1	1.2	-2	1.0	16	-3.3	0	-1.6	-4	103	-4	.
CS(=O)(=O)N1CCN(c2nc(-c3ccc(F)cc3)cs2)CC1	3.9	34	0.0	-4	0.7	-2	0.8	.	103	-7	-10
CN(C)S(=O)(=O)c1ccc(NC(=O)c2cccnc2)cc1	4.1	2	3.6	2	-0.3	-9	2.5	-6	123	-5	1
COc1ccc2nc(NC(C)=O)sc2c1	4.8	-1	3.6	3	-0.5	6	2.2	103	.	8	11
CCN1C(=O)[C@H]2[C@@H](c3ccc(C)cc3)N3C(=O)N(c4ccc(C)cc4)C(=O)[C@@]3(Cc3ccccc3)[C@H]2C1=O	1.9	6	0.8	-5	0.9	-9	0.3	-1	101	5	-7
Cc1ccccc1N=C1Nc2ccccc2CS1	2.1	-1	1.8	-13	2.4	-11	-0.3	.	96	-2	-11
O/N=C/c1ccccc1OCc1ccc(Cl)cc1	2.4	2	-0.8	-13	2.5	-10	-0.8	9	108	7	-10
O=C(c1cc(N2CCOCC2)c(F)cc1[N+](=O)[O-])N1CCOCC1	-0.9	12	4.5	1	-0.3	0	2.8	2	107	-4	2
CCOc1cc(/C=C2/SC(=O)N(CC(=O)N3CCc4ccccc4C3)C2=O)ccc1OCC(=O)O	2.5	3	1.7	-7	1.6	4	-0.5	66	110	19	-12
COc1cc(C(=O)Nc2cc(C(F)(F)F)ccc2N2CCOCC2)ccc1O	0.4	.	3.0	12	-2.2	-5	-2.0	-8	106	0	4
O=S(=O)(Cc1ccc(Cl)cc1Cl)c1ccc(Cl)cc1	1.6	-8	.	-45	9.3	-1	.	.	104	8	-36
COc1ccc(S(=O)(=O)N2CCC(C(=O)NCc3cccnc3)CC2)cc1C	2.1	6	1.0	4	-0.6	2	-0.5	-7	.	-4	-62
COc1ccc(C(=O)Nc2cccc(C)n2)cc1S(=O)(=O)N1CCCc2ccccc21	4.1	42	.	0	0.0	-2	.	.	93	4	-32
Cn1c(CO)cnc1SCc1ccc(F)cc1	4.6	12	2.0	10	-1.8	-7	1.3	-12	101	13	-16
O=C(Nc1cccnc1)c1ccc(Cl)c(S(=O)(=O)N2CCCC2)c1	-1.0	-24	-2.2	17	-2.9	-4	-1.2	2	119	-8	21
C/C(=N\NC(=O)c1cccs1)c1cccnc1	2.5	-3	-1.6	9	-1.6	-10	-4.0	4	104	-4	-4
Clc1ccccc1Cc1noc(CN2CCN(c3cnccn3)CC2)n1	1.8	44	4.0	13	-2.4	-8	-1.8	-14	123	0	.
CC1Nc2ncnc(N3CCc4ccccc4C3)c2N(Cc2ccc(Br)cc2)C1=O (stereo unspecified)	2.3	2	2.1	18	-3.2	12	-3.4	30	93	5	-17
O=c1cc(N2CCOCC2)cnn1-c1ccccc1	4.8	1	4.8	15	-2.8	-10	2.5	-14	108	-5	.
COC(=O)c1c(C)[nH]c(C(=O)OCC(=O)NC(C)(C)C)c1C	2.8	22	0.1	3	-0.6	-8	0.2	4	109	4	10
COC(=O)NC1CCC(CC2CCC(NC(=O)OC)CC2)CC1 (stereo unspecified)	0.7	-6	0.0	2	-0.3	0	-1.8	-4	100	3	-33
CC1(C)CC(=O)C/C(=N\NC(=O)c2cccs2)C1	2.8	-5	-0.7	16	-3.6	0	-1.2	18	100	-9	9
O=C(COC(=O)CSc1ccc([N+](=O)[O-])cc1)NC1CCCCCCC1	-0.1	7	0.2	-1	0.2	2	-1.2	461*	108	0	.
CNC(=O)CSc1nnnn1-c1ccc(C)cc1C	2.9	20	-0.7	8	-1.4	1	1.5	-15	99	2	10
O=c1c2ccccc2nc(SCc2nnc(-c3ccccc3)o2)n1-c1ccccc1	0.9	-7	0.2	0	0.0	-3	-0.6	4	105	2	-39
COC(=O)c1ccccc1NC(=O)N1c2ccccc2Sc2ccccc21	4.3	4	4.5	-12	2.2	-17	0.8	-12	.	8	0
CCn1c(COc2ccccc2)nnc1SCC(=O)Nc1ccc(N2CCOCC2)cc1	0.5	20	3.9	13	-2.1	4	2.0	8	.	1	-7
O=C1CS/C(=N\NC(=O)c2ccccc2)N1	0.1	-3	2.1	.	.	.	-0.8	0	105	.	.
CC(OC(=O)c1ccc(Cl)nc1)C(=O)NCc1ccc2c(c1)OCO2 (stereo unspecified)	4.0	61*	6.0	-26	3.8	-10	2.4	9	109	-7	-2
COC(=O)C1=C(C)N(C)C(=O)NC1c1ccc(O)c(OC)c1 (stereo unspecified)	2.5	1	0.5	6	-1.0	-3	-0.5	-9	103	-7	-13
C=CCNc1cc(F)ccc1S(=O)(=O)NCC=C	0.4	2	2.2	16	-3.2	-10	1.2	.	104	-5	-10
c1ccc2c(Cn3ccnc3)cccc2c1	5.7	-2	4.8	12	-2.2	0	0.7	-14	118	21	4
CCOC(=O)c1cnc2sccn2c1=O	2.6	0	0.8	7	-1.2	-7	-1.6	2	98	1	-17
CC(=O)OCCN1CCN(C(=O)CN2C(=O)NC(c3ccccc3)(c3ccccc3)C2=O)CC1	0.9	4	1.2	9	-2.0	-5	1.5	-5	95	6	3
COc1ccc(Cc2nnc(NC(=O)C3CC(=O)N(CCc4ccc(F)cc4)C3)s2)cc1OC (stereo unspecified)	1.8	7	1.6	-22	3.4	4	0.1	303	.	-11	-16
CC(C)(C)c1nc(SCC(=O)N2CC(=O)Nc3ccccc32)c2ccccc2n1	2.2	0	0.4	-1	0.3	-1	0.8	10	104	-15	-18
C=CCN1C=C2C(=O)C(C)(OC(=O)CCC(=O)OC)C(=O)C(Br)=C2C=C1c1ccc(OC)cc1 (stereo unspecified)	.	22	3.7	-45	7.8	11	-0.3	5	96	-6	9
O=C(NCC(=O)N1CCN(c2ncc(C(F)(F)F)cc2Cl)CC1)c1ccc(Br)o1	0.7	12	3.1	-7	1.4	-9	-1.4	-15	.	-3	16
CCCCC(=O)Nc1ccccc1C(=O)N1CCOCC1	4.2	7	-1.4	14	-3.1	-10	-0.4	9	103	3	-4
CCOC(=O)Nc1ccc2c(CNC(C)c3ccccc3OC)cc(=O)oc2c1 (stereo unspecified)	-0.8	-5	0.9	-14	1.7	6	1.4	-12	103	7	-8
Cc1ccc[n+](/C(=C\C(=C=[N-])C#N)C(=O)c2ccc(Cl)cc2)c1	1.5	-3	0.7	7	-1.3	1	2.1	.	98	-3	-1
CCc1cc(=O)oc2c(CNCc3ccc(OC)cc3OC)c(O)c(Cl)cc12	-0.4	-7	-1.6	1	-0.2	10	0.7	3	91	1	-10
COc1cccc(NC(=S)N2CCC(N(C)CC3CCCO3)CC2)c1 (stereo unspecified)	2.0	0	3.7	5	-1.0	1	2.1	1	108	-7	38
COc1c(C)cc(Br)cc1C(=O)Nc1ccc(S(N)(=O)=O)cc1	4.0	12	-1.4	-3	0.5	-13	0.9	-14	95	-5	1
Cc1ccc2c(Cl)c(C(=O)N/N=C/c3cccn3C)sc2c1	2.5	-9	3.8	2	-0.3	-5	-1.1	14	100	4	6
Fc1ccccc1-c1nc(NCc2ccccc2)c2ccccc2n1	0.2	-1	6.3	.	.	.	0.0	-11	109	.	.
Cc1cccc(OCC(=O)N/N=C\c2cccn2C)c1C	2.9	-18	0.0	22	-4.2	-9	-2.2	19	102	1	4

8 entries from above, with two lines to a compound:
The line under a structure holds: phage Ecoli inh, Arr AP2 block, AddAB inh, OPRM1-OPRD1 inv, MOR-DOR ag, PKA-R1A act, E coli growth, SUMO Mot1 rescue, Pemphigus Ab inh, Tat export inh, PfHsp90 set2
C=CCN1C=C2C(=O)C(C)(OC(=O)CCC(=O)OC)C(=O)C(Br)=C2C=C1c1ccc(OC)cc1 (stereo unspecified)
    ., 22, 3.7, -45, 7.8, 11, -0.3, 5, 96, -6, 9
O=C(NCC(=O)N1CCN(c2ncc(C(F)(F)F)cc2Cl)CC1)c1ccc(Br)o1
    0.7, 12, 3.1, -7, 1.4, -9, -1.4, -15, ., -3, 16
CCCCC(=O)Nc1ccccc1C(=O)N1CCOCC1
    4.2, 7, -1.4, 14, -3.1, -10, -0.4, 9, 103, 3, -4
CCOC(=O)Nc1ccc2c(CNC(C)c3ccccc3OC)cc(=O)oc2c1 (stereo unspecified)
    -0.8, -5, 0.9, -14, 1.7, 6, 1.4, -12, 103, 7, -8
Cc1ccc[n+](/C(=C\C(=C=[N-])C#N)C(=O)c2ccc(Cl)cc2)c1
    1.5, -3, 0.7, 7, -1.3, 1, 2.1, ., 98, -3, -1
CCc1cc(=O)oc2c(CNCc3ccc(OC)cc3OC)c(O)c(Cl)cc12
    -0.4, -7, -1.6, 1, -0.2, 10, 0.7, 3, 91, 1, -10
COc1cccc(NC(=S)N2CCC(N(C)CC3CCCO3)CC2)c1 (stereo unspecified)
    2.0, 0, 3.7, 5, -1.0, 1, 2.1, 1, 108, -7, 38
COc1c(C)cc(Br)cc1C(=O)Nc1ccc(S(N)(=O)=O)cc1
    4.0, 12, -1.4, -3, 0.5, -13, 0.9, -14, 95, -5, 1

An unsorted share of the library. Share with any hit: about 2.8%.
